GPR151 activ: activates the human receptor GPR151. AID 1508602. PathHunter beta-arrestin GPR151 cells, luminescence. hit rate 1% among 650,000. activation, % at 11.2 µM. Q8TDV0; in the data active means activation above about 4.9%;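 further: 0% = median of compound wells and 100% = cells with positive control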
FBW7 act: human FBW7 E3 ligase activation, primary screen | Q969H0 | AlphaScreen FBW7–phospho-cyclin E peptide binding, activator screen | normalized activity (activation), % at 26.1 µM | hit rate 0.13% among 650,000 | AID 1259310; in the data active means normalized activity above about 1.9%;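 further: purified mutant Fbw7 with reduced substrate affinity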
Target sequence (Q969H0 whole entry, looked up): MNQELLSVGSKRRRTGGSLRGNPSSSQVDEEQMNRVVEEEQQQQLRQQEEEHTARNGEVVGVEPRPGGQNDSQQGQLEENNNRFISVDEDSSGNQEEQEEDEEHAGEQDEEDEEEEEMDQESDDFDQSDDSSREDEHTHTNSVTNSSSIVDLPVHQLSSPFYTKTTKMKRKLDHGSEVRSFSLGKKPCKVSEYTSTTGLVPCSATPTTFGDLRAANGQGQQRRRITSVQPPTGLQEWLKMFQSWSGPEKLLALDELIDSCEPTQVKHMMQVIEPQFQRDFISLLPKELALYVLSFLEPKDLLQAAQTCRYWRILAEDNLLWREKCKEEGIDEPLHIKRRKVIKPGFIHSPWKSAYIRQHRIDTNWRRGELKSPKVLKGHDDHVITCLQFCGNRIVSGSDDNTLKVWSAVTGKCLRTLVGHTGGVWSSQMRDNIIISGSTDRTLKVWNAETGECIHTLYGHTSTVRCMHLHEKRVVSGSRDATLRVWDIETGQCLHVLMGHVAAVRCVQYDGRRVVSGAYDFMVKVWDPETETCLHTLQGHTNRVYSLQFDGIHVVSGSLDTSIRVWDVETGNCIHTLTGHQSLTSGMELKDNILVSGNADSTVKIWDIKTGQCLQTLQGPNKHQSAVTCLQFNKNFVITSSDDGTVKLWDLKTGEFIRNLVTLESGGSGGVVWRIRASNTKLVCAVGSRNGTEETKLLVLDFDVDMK
TEAD-YAP block: TEAD-YAP interaction inhibition | inhibition, % at 9.12 µM | hit rate 1.4% among 640,000 | HEK-TIYL cells, TEAD-Gal4/YAP UAS-luciferase luminescence; in the data active means inhibition above about 32%;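 further: 0% = median of test compound wells and 100% = reference inhibitor wells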
MITF inh: human MITF inhibition, primary screen; AlphaScreen MITF homodimerization, bead proximity signal; inhibition, % at 2.6 µM; O75030; AID 1259374; hit rate 0.91% among 650,000; in the data active means inhibition above about 50%;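 further: 0% = vehicle wells with protein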
Starred values were filed as active, the others as inactive.

no. | Compound | GPR151 activ | FBW7 act
1 | CCn1nnc2c(N3CCN(CC(=O)NCc4ccccc4Cl)CC3)ncnc21 | 2.1 | 0.3
2 | Cc1cc(C(C)(C)C)cc(S(=O)(=O)NCCO)c1C | -0.6 | 0.2
3 | CC(=O)Nc1ccc(Nc2cc(Nc3ccccc3)ncn2)cc1 | -2.3 | -0.1
4 | O=C(Nc1ccc(F)cc1)c1cc(S(=O)(=O)NCc2ccccc2)ccc1F | -0.6 | -0.2
5 | COc1ccc(S(=O)(=O)N(CC(=O)NCCSc2ccccn2)c2ccc(C)cc2)cc1OC | -0.7 | 0.1
6 | O=C1NC(=S)NC(=O)C1=Cc1cccc(OCc2cccc(F)c2)c1 | -5.2 | 0.6
7 | COc1c(O)ccc(/C=N\NC(=O)c2ccc(C)nc2)c1[N+](=O)[O-] | -1.6 | -0.1
8 | Cc1ccc(S(=O)(=O)N2CCOCC2)cc1C(=O)OCC(=O)N(C(C)C)C(C)C | -0.5 | 0.2
9 | C=CCOc1ccc(Cl)cc1/C=N/NC(=O)Cc1nnc(N)s1 | 0.0 | 0.6
10 | COc1ccc(/C=C/c2cc[n+]([O-])cc2)cc1 | -0.2 | 0.2
11 | Cc1ccc(-c2cccc3cnc(Nc4cccc(C(=O)N5CCN(C)CC5)c4)nc23)cn1 | 1.0 | 0.2
12 | CCCCCCc1cc2cc(-c3nc(C)cs3)c(=O)oc2cc1OC(C)=O | -0.3 | 0.0
13 | CCOC(=O)C1=C(C)N=c2s/c(=C/c3ccc(OC)cc3C)c(=O)n2C1c1ccc2c(c1)OCO2 (configuration not stated) | -0.3 | -0.1
14 | COc1ccccc1N1CCN(S(=O)(=O)c2cc(C(=O)Nc3ccc(Cl)c(Cl)c3)ccc2F)CC1 | 1.0 | -0.1
15 | O=C(CSc1nnc(NC(=O)C2CCC2)s1)Nc1nc(-c2ccccc2)cs1 | -3.3 | 0.9

no. | TEAD-YAP block | MITF inh
1 | 9 | -11
2 | 8 | 8
3 | -43 | 6
4 | 5 | -1
5 | 3 | -8
6 | -36 | 1
7 | -2 | -4
8 | -2 | 16
9 | -6 | 15
10 | -16 | 1
11 | 33* | 16
12 | -2 | -4
13 | 1 | 0
14 | -3 | -5
15 | -6 | 10

Next section.
no. | Compound | GPR151 activ | FBW7 act
16 | CCOC(=O)C1CCN(C(=O)c2ccc(C(C)(C)C)cc2)CC1 | 0.6 | -0.1
17 | CC1=C(C(=O)OC2CCCCC2)C(c2ccccc2C(F)(F)F)C2=C(CCCC2=O)N1 (configuration not stated) | 1.1 | 0.0
18 | COc1cccc(N2C(=O)CC(c3c[nH]c4ccccc34)C2=O)c1 (configuration not stated) | 0.8 | -0.1
19 | CCC(=O)c1ccc(Oc2ccc(C(N)=O)cc2[N+](=O)[O-])cc1 | 0.2 | 0.0
20 | Cn1c(=O)c2c(nc(SCC(=O)Nc3nccs3)n2Cc2ccccc2)n(C)c1=O | -0.7 | -0.1
21 | O=C(CC1SC2=NCCN2C1=O)Nc1cccc(C(F)(F)F)c1 (configuration not stated) | 0.5 | 0.1
22 | Cc1[nH]c2ccc(CNC(=O)Nc3ccc(F)cc3)cc2c1C | -0.1 | 0.0
23 | CCOC(=O)c1c(NC(=O)CSc2nnc(CNC(=O)c3cc(OC)cc(OC)c3)n2C)sc2c1CCCCC2 | -1.2 | 0.0
24 | CCCCCCCC(=O)NC(NC1CCS(=O)(=O)C1)C(Cl)(Cl)Cl (configuration not stated) | 2.0 | 0.5
25 | COc1ccc(OC)c(CNc2ncc(-c3ccc(Br)cc3)n2C)c1 | -0.4 | 0.2
26 | CCc1ccc(N(CC(=O)NCc2ccc(OC)cc2)S(C)(=O)=O)cc1 | -0.7 | -0.2
27 | Cc1nn(CC(=O)O)c(=O)c2cccn12 | 1.7 | -0.2
28 | Fc1ccc(C(=S)N2CCCCC2)cc1 | 1.5 | -0.2
29 | COC(=O)c1c(OCCc2ccccc2F)cc(=O)n2c1CCN(C(C)=O)CC2 | -1.4 | 0.1
30 | Cc1ccc(C)c(OCC(O)CNC(C)(C)C)c1 (configuration not stated) | 0.0 | 0.0

no. | TEAD-YAP block | MITF inh
16 | -57 | -3
17 | 3 | -5
18 | 10 | 11
19 | 4 | -5
20 | 0 | 7
21 | -8 | -7
22 | 0 | 10
23 | -6 | 3
24 | -8 | 18
25 | 3 | 35
26 | -69 | -17
27 | 0 | 6
28 | -7 | -1
29 | -9 | -21
30 | 3 | -16

Continued.
no. | Compound | GPR151 activ | FBW7 act
31 | COc1ccc(C(=O)NNC(=O)CCN2CCN(c3ccccc3)CC2)cc1 | 1.0 | 0.0
32 | O=C(Cn1nc(-c2ccccc2)ccc1=O)NCCCN1CCN(Cc2ccccc2)CC1 | -0.3 | -0.1
33 | Cc1cccc(OCC(=O)Nc2ccc(S(=O)(=O)N3CCOCC3)cc2)c1 | 0.1 | 0.1
34 | Cc1ccc(N)cc1S(=O)(=O)Nc1ccc(F)cc1 | 0.3 | 0.0
35 | Oc1oc(-c2cccc3ccccc23)nc1C=Nc1cccc(F)c1 | 0.0 | -0.1
36 | Cc1ccc(CN2CCC[C@@H]3CN(CC(C)C)CC[C@@H]32)o1 | -0.2 | 0.3
37 | CN1CCC(N(C2CC2)S(=O)(=O)c2ccc(Cl)cc2)CC1 | -1.4 | 0.7
38 | NC(=S)Nn1c(=O)[nH]c2sc3c(c2c1=O)CCCC3 | -1.1 | -0.1
39 | CCOC(=O)CCN(Cc1ccc(Cl)cc1)S(=O)(=O)c1ccc(Br)cc1 | 0.7 | 0.0
40 | CCc1nnc(NC(=O)c2csc3c2CCC(C)C3)s1 (configuration not stated) | 1.3 | 0.4
41 | NS(=O)(=O)c1ccc(Cl)c(C(=O)OCC(=O)c2ccccc2)c1 | 0.7 | 0.1
42 | O=C(Nc1nc(-c2ccc(Cl)cc2)cs1)c1cccc(Oc2ccccc2)c1 | 1.1 | 0.0
43 | COc1ccc(OC)c(N(CC(=O)Nc2c(C)cc(C)cc2C)S(C)(=O)=O)c1 | 0.8 | 0.0
44 | COc1ccc(OC)c(S(=O)(=O)NCCN2CCOCC2)c1 | -0.9 | -0.2
45 | CCOc1ccc(C2CC(c3cc(OC)c(OC)c(OC)c3)n3nnnc3N2)cc1 (configuration not stated) | -0.4 | 0.0

no. | TEAD-YAP block | MITF inh
31 | 1 | -3
32 | 7 | 6
33 | 1 | 12
34 | 2 | -2
35 | -15 | 5
36 | 10 | 14
37 | 0 | 14
38 | 4 | -9
39 | -5 | -9
40 | -11 | -4
41 | 2 | -6
42 | 9 | -4
43 | 6 | -4
44 | 6 | 3
45 | 3 | 0

More records follow.
no. | Compound | GPR151 activ | FBW7 act
46 | COc1ccc(C2C(C(C)=O)=C(O)C(=O)N2c2cccnc2)cc1OC (configuration not stated) | -0.8 | -0.1
47 | CC1=C(C(=O)N2CCCCC2)C(c2ccc(F)cc2)C2=C(CCCC2=O)N1 (configuration not stated) | 1.5 | -0.1
48 | CCC(=O)N1CCc2cc(-c3csc(NC(C)=O)n3)ccc21 | -0.1 | 0.0
49 | O=[N+]([O-])c1ccc2[nH]cc(S(=O)(=O)Nc3ccc(Cl)cc3)c2c1 | 1.8 | -0.1
50 | CCCCCOc1ccc(NC(=O)C(=O)NCCN2CCN(C(=O)c3ccc(Br)cc3)CC2)cc1 | -1.1 | -0.1
51 | CCOc1ccc2[nH]c(=O)c(CN(CCOC)C(=O)c3ccc(F)cc3)cc2c1 | 0.1 | -0.1
52 | CC1=CCOCC1c1cccc(Cl)c1O (configuration not stated) | 3.0 | 0.4
53 | CCOC(=O)c1oc2ccc(S(=O)(=O)Nc3noc4ccccc34)cc2c1C | 1.2 | 0.0
54 | COc1ccc2c(c1)OC1(C)CC2C(C(=O)c2ccc(F)cc2)C(=O)N1 (configuration not stated) | 0.0 | 0.0
55 | O=C(Nc1nncs1)c1cccc(Br)c1 | 2.5 | 0.0
56 | CCN(CC)c1ccc(C2CC(c3ccc(Br)cc3)=NN2C(=O)CCC(=O)O)cc1 (configuration not stated) | -0.7 | -0.1
57 | CCCCCCc1cc2c3c(c(=O)oc2cc1OCC(=O)OC)CCC3 | -0.7 | -0.1
58 | COc1cccc(CN2CCNC(=O)C2CC(=O)N(C)Cc2ccno2)c1OC (configuration not stated) | 0.6 | 0.2
59 | CC(C)CCNC(=O)C1CCN(C(=O)N2CCOc3ccc(Cl)cc32)CC1 | 0.8 | 0.0
60 | Cc1ccc(CNC(=O)CSCc2cccc(F)c2)cc1 | -1.5 | -0.1

no. | TEAD-YAP block | MITF inh
46 | 6 | 1
47 | -6 | 4
48 | -34 | -1
49 | -4 | -2
50 | 1 | -13
51 | -1 | -5
52 | 11 | 12
53 | -7 | 7
54 | -5 | 14
55 | -15 | 0
56 | 6 | -4
57 | 8 | 9
58 | 0 | 12
59 | 5 | -8
60 | -21 | -1

(next part)
no. | Compound | GPR151 activ | FBW7 act
61 | O=[N+]([O-])c1cccc(/C=N\Nc2nc3ccccc3s2)c1O | -0.9 | 0.1
62 | N/C(=N\N=C\c1c[nH]c2ccccc12)c1nonc1N | -6.8 | 0.2
63 | Cc1cc(N(C)C)nc(N2CCC(C(=O)NCc3ccco3)CC2)n1 | 0.5 | 0.6
64 | COc1ccc(C2CC(=O)C(C=NCCCN3CCOCC3)=C(O)C2)cc1 (configuration not stated) | -0.4 | -0.2
65 | COc1cccc(-c2nn(CN3CCC(C)CC3)c(=S)n2C)c1 | -0.4 | -0.1
66 | O=C(c1cccnc1)N1CCN(c2ccc([N+](=O)[O-])cc2)CC1 | -0.1 | -0.1
67 | CC(=O)Nc1cccc(NC(=O)CC(c2ccccc2)c2ccccc2)c1 | 0.3 | 0.1
68 | CC(=O)C(Sc1nc2ccccc2o1)c1ccccc1 (configuration not stated) | 0.0 | 0.2
69 | N#C/C(=C\c1ccc(F)cc1)c1nc(-c2ccc(-c3ccccc3)cc2)cs1 | -0.7 | 0.0
70 | CC(=O)c1cccc(Nc2c(-c3ccc(C(C)C)cc3)c(=O)c2=O)c1 | 1.1 | -0.2
71 | CCNC(=S)NNC(=O)c1cccc(C)c1 | -0.8 | 0.1
72 | O=C(CCCC(=O)Nc1nccs1)Nc1nccs1 | 1.9 | -0.2
73 | CCCn1nnc(NC(=O)c2ccc(F)cc2)n1 | 3.0 | 0.8
74 | CC(=O)Nc1cccc(NC(=O)C(C)Oc2ccc(Cl)cc2Cl)c1 (configuration not stated) | 0.3 | -0.2

no. | TEAD-YAP block | MITF inh
61 | -9 | 1
62 | -74 | 17
63 | 1 | 0
64 | 2 | -4
65 | 0 | -7
66 | -2 | 2
67 | 9 | 21
68 | -13 | -3
69 | 3 | -3
70 | -2 | 13
71 | -4 | 4
72 | 4 | -3
73 | -23 | 16
74 | -16 | 7

Gathered by group, the compounds so far with fluorine
no. | Compound | GPR151 activ | FBW7 act
4 | O=C(Nc1ccc(F)cc1)c1cc(S(=O)(=O)NCc2ccccc2)ccc1F | -0.6 | -0.2
6 | O=C1NC(=S)NC(=O)C1=Cc1cccc(OCc2cccc(F)c2)c1 | -5.2 | 0.6
14 | COc1ccccc1N1CCN(S(=O)(=O)c2cc(C(=O)Nc3ccc(Cl)c(Cl)c3)ccc2F)CC1 | 1.0 | -0.1
17 | CC1=C(C(=O)OC2CCCCC2)C(c2ccccc2C(F)(F)F)C2=C(CCCC2=O)N1 (configuration not stated) | 1.1 | 0.0
21 | O=C(CC1SC2=NCCN2C1=O)Nc1cccc(C(F)(F)F)c1 (configuration not stated) | 0.5 | 0.1
22 | Cc1[nH]c2ccc(CNC(=O)Nc3ccc(F)cc3)cc2c1C | -0.1 | 0.0
28 | Fc1ccc(C(=S)N2CCCCC2)cc1 | 1.5 | -0.2
29 | COC(=O)c1c(OCCc2ccccc2F)cc(=O)n2c1CCN(C(C)=O)CC2 | -1.4 | 0.1
34 | Cc1ccc(N)cc1S(=O)(=O)Nc1ccc(F)cc1 | 0.3 | 0.0
35 | Oc1oc(-c2cccc3ccccc23)nc1C=Nc1cccc(F)c1 | 0.0 | -0.1
47 | CC1=C(C(=O)N2CCCCC2)C(c2ccc(F)cc2)C2=C(CCCC2=O)N1 (configuration not stated) | 1.5 | -0.1
51 | CCOc1ccc2[nH]c(=O)c(CN(CCOC)C(=O)c3ccc(F)cc3)cc2c1 | 0.1 | -0.1
54 | COc1ccc2c(c1)OC1(C)CC2C(C(=O)c2ccc(F)cc2)C(=O)N1 (configuration not stated) | 0.0 | 0.0
60 | Cc1ccc(CNC(=O)CSCc2cccc(F)c2)cc1 | -1.5 | -0.1
69 | N#C/C(=C\c1ccc(F)cc1)c1nc(-c2ccc(-c3ccccc3)cc2)cs1 | -0.7 | 0.0
73 | CCCn1nnc(NC(=O)c2ccc(F)cc2)n1 | 3.0 | 0.8

no. | TEAD-YAP block | MITF inh
4 | 5 | -1
6 | -36 | 1
14 | -3 | -5
17 | 3 | -5
21 | -8 | -7
22 | 0 | 10
28 | -7 | -1
29 | -9 | -21
34 | 2 | -2
35 | -15 | 5
47 | -6 | 4
51 | -1 | -5
54 | -5 | 14
60 | -21 | -1
69 | 3 | -3
73 | -23 | 16

Assay outcomes (PubChem)
